CHT allo act: human CHT allosteric activation | B-score at 10 µM | CHT-expressing cells, membrane potential dye, choline EC20; stronger effect = higher value; LV-AA mutant CHT in HEK293 cells | Q9GZV3 | 310,000 compounds, 0.49% hits;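 active = initial fluorescence not abnormally high and integrated response B-score, plate-corrected, over 3 SD above library mean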
Target sequence (Q9GZV3 whole entry, looked up): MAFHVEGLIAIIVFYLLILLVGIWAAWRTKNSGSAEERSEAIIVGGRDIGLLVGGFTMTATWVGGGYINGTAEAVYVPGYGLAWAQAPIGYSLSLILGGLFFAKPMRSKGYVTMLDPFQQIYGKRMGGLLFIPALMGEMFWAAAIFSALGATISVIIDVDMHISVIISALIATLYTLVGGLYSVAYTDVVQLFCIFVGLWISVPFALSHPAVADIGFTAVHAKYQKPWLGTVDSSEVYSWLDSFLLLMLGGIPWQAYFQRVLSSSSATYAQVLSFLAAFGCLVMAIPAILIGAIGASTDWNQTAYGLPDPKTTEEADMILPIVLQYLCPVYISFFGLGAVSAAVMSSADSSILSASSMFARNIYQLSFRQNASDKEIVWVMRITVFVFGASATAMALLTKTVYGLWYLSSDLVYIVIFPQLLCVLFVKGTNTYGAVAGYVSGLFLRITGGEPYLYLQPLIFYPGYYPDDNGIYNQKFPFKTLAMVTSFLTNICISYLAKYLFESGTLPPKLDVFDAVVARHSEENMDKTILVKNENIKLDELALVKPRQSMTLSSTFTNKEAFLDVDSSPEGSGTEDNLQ
OX1R antagonist: blocks the human orexin 1 receptor; CHO/OX1R cells, Fluo-8 calcium fluorescence, orexin A; O43613; 330,000 compounds, 0.43% hits; inhibition, % at 5 µM;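 active = inhibition above its plate's threshold, mean inhibition of all tested compounds on the plate plus 3 SD, cut at about 37% in these data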;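 note: 0% = orexin A challenge wells and 100% = SB-334867-A antagonist wells; not every result past the cut was called active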
Target sequence (O43613 whole entry, looked up): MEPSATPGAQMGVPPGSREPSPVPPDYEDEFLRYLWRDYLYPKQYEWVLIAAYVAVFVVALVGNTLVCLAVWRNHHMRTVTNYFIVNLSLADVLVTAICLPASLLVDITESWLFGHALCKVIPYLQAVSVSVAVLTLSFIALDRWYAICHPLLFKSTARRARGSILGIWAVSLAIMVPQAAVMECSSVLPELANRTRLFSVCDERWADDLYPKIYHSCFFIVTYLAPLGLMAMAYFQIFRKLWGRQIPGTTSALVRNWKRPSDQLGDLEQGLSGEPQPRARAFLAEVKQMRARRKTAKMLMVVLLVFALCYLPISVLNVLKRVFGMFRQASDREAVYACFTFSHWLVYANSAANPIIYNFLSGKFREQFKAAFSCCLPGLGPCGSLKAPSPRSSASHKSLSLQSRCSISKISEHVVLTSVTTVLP
* = called active by the depositor; i = inactive; · = no result given.

(1) CC(C)COc1ccc(C(=O)Nc2cc(S(=O)(=O)N3CCOCC3)ccc2N2CCCC2)cc1
(2) O=C(COc1ccc(S(=O)(=O)N2CCCC2)cc1Cl)NCc1cccnc1
(3) COc1ccccc1CNC(=O)COC(=O)c1cc(S(=O)(=O)N2CCOCC2)ccc1Cl
(4) COc1ccc(-c2nc(C(N)=O)c3[nH]c(=O)n(-c4ccccc4OC)c3n2)c(OC)c1
(5) CCN(CC(=O)Nc1ccc(C(=O)OC)cc1)C1CCCCC1
(6) C(=C\c1ccccc1)/C=N/Nc1ccc2nncn2n1
(7) N#Cc1cccc(NC(=O)CC2CCCCC2)c1
(8) O=C(Cn1ncc2c([nH]c3ccccc32)c1=O)N1CCN(c2ccc(F)cc2)CC1

Compound	1	2	3	4	5	6	7	8
CHT allo act	·	i	i	i	i	i	i	i
OX1R antagonist	-28	-12	-31	-17	-25	-9	-15	-22

(9) CCOC(=O)c1c(NC(=O)C2C3C=CC(C3)C2C(=O)O)sc2c1CCC(CC)C2 (configuration not stated)
(10) C=CCSc1ncc(CO)n1Cc1ccccc1
(11) Cc1cc(C)c(C(=O)OCC(=O)NCc2cccs2)c(C)c1
(12) C(=N\N1CCN(Cc2cccc3ccccc23)CC1)/c1ccco1
(13) Cc1cccc(-n2cnc3sc(C)c(C)c3c2=O)c1
(14) COc1ccc(-c2nc(CS(=O)CC(=O)NC3CCCc4ccccc43)c(C)o2)cc1OC (configuration not stated)
(15) Cc1ccc(O)c(-c2cc(C(=O)Nc3cccnc3)[nH]n2)c1
(16) Cc1oc(-c2cccs2)nc1CS(=O)CC(=O)NC1CCCCCC1 (configuration not stated)

Compound	9	10	11	12	13	14	15	16
CHT allo act	i	i	i	i	i	i	i	i
OX1R antagonist	-16	-22	-27	-25	0	-27	-3	-35

(17) CC(=O)c1cccc(NC(=O)CSc2nc(N3CCOCC3)nc(N3CCOCC3)n2)c1
(18) Cc1sc(N/N=C/c2cccnc2)nc1-c1ccccc1
(19) COCC(=O)Nc1nnc(C2CCCCC2)s1
(20) CCCS(=O)(=O)N1CCCC(C(=O)NCCCOCC)C1 (configuration not stated)
(21) CCOc1ccccc1OCC(=O)NN=C1CCCC(=O)C1
(22) C=CCn1c(SCC(=O)NC2CCCC2)nc2c([nH]c3ccccc32)c1=O
(23) O=c1cn[nH]c2ccccc12
(24) COc1ccc2c(c1)Cc1sc(NC(=O)c3cccs3)nc1-2

Compound	17	18	19	20	21	22	23	24
CHT allo act	i	i	i	i	·	i	i	i
OX1R antagonist	-30	-28	-7	-18	-8	-11	-16	-5

(25) CCOC(=O)CSc1nc2ccc(C)cc2cc1C#N
(26) CN(C)CCNc1nc(-c2ccccc2)nnc1C(F)(F)F
(27) COc1ccc(-c2ccc3oc(-c4ccc(OC)cc4)c(C#CC4(O)CCCCC4)c3c2)cc1
(28) O=C(Cn1cccc1)Nc1ccc(OC(F)(F)F)cc1
(29) O=C1NC2(Nc3ccccc31)C(=O)Nc1ccc(Br)cc12 (configuration not stated)
(30) Cc1cc(/N=C/N(C)C)on1
(31) CCOC(=O)c1c(NC(=O)COC)sc2c1CCCC2
(32) CCOc1ccc(C(=O)OCC(=O)c2c(N)n(C)c(=O)n(C)c2=O)cc1OCC

Compound	25	26	27	28	29	30	31	32
CHT allo act	i	i	i	i	i	i	i	i
OX1R antagonist	-13	-13	-17	-9	-5	-10	-21	-4

(33) Cc1ccnc(SCC(=O)Nc2c(C)n(C)n(-c3ccccc3)c2=O)n1
(34) c1ccc(Cc2nnc3n2CCCCC3)cc1
(35) COc1cc(OC)cc(C(=O)NCC(=O)OC2CCCCC2=O)c1 (configuration not stated)
(36) Cc1ccc(OCC(=O)NN2C(=O)c3ccccc3C2=O)c(C)c1
(37) O=C(COC(=O)c1ccc([N+](=O)[O-])s1)NNC(=O)c1ccccc1
(38) S=c1[nH]nc(-c2cc(-c3ccccc3)n[nH]2)n1/N=C/c1ccccc1
(39) Cc1cc(=O)n2nc(N3CCC(C(=O)NCc4ccc(F)cc4)CC3)sc2n1
(40) COc1ccc(NC(=O)CCCNC(=O)Cn2cnc3sc(C)c(C)c3c2=O)cc1OC

Compound	33	34	35	36	37	38	39	40
CHT allo act	i	i	·	i	·	i	i	i
OX1R antagonist	-9	-13	-16	-3	5	-1	-25	-13

Entries of single compounds, looked up by structure. Screens in order: CHT allo act, OX1R antagonist
Profile of S=c1[nH]nc(-c2cc(-c3ccccc3)n[nH]2)n1/N=C/c1ccccc1 → i, -1
Profile of O=C(Cn1cccc1)Nc1ccc(OC(F)(F)F)cc1 → i, -9

Remaining list, next part:
(41) Cc1ccc(S(=O)(=O)N2CCCOC2CNC(=O)C(=O)NCCC2=CCCCC2)cc1 (configuration not stated)
(42) O=C(CSc1ccc2ccccc2n1)N/N=C/c1ccccc1O
(43) Cc1ccc(-c2nnn(CC(=O)Nc3cccc4c3CCCC4)n2)o1
(44) C/C=C\C(=O)Nc1cccc(C2=NOC3(C2)C[C@@H](C(N)=O)N(C(=O)C2(C)CC2)C3)c1 (some centres not stated)
(45) CC(Sc1nnnn1C1CCCC1)C(=O)Nc1cccc(S(=O)(=O)N2CCOCC2)c1 (configuration not stated)
(46) COc1ccc(NC(=O)c2ccc(-c3nn(C)c(=O)c4ccccc34)cc2)cc1
(47) COc1ccc(-c2[nH]ncc2CN2CCCC2c2nonc2C)c(F)c1 (configuration not stated)
(48) CCOC(=O)N1CCN(C(=O)C2CCN(S(=O)(=O)c3cc(Cl)ccc3Cl)CC2)CC1

Compound	41	42	43	44	45	46	47	48
CHT allo act	i	i	i	i	·	i	i	i
OX1R antagonist	-1	·	-8	2	-30	-30	-19	-11

(49) CCC(=O)OC1CSc2nc3ccccc3n2C1 (configuration not stated)
(50) CCC(=O)c1ccccc1OCCSc1nc(C)cc(=O)[nH]1
(51) Cc1ccc(NC(=O)COC(=O)C2CSC3(C)CCC(=O)N23)cc1S(=O)(=O)N1CCOCC1 (configuration not stated)
(52) CC12CCC(=O)N1C(C(=O)NNC(=O)COc1ccccc1Cl)CS2 (configuration not stated)
(53) CCOC(=O)C1C(C)N=C2SCC(=O)N2C1c1cccc(Br)c1 (configuration not stated)
(54) COC(=O)c1ccc(NC(=O)CSc2nncn2C)cc1
(55) CSc1cccc(NC(=O)CSc2ncccc2C(=O)Oc2cccc([N+](=O)[O-])c2)c1
(56) O=C(NC1CCCCC1)C(c1ccc(F)cc1)N(CCCN1CCOCC1)C(=O)c1ccc(CN2CCOCC2)o1 (configuration not stated)

Compound	49	50	51	52	53	54	55	56
CHT allo act	i	i	i	·	i	i	i	i
OX1R antagonist	-2	-18	-17	-11	-37	-11	-3	-2

(57) CCn1c(COc2ccc(Cl)cc2)nnc1SCc1ccc(C#N)cc1
(58) CCCCN1CN=C(Nc2nc3ccccc3o2)NC1
(59) O=C(NCc1ccc2c(c1)OCO2)c1ccc2c(c1)OCO2
(60) O=C(O)c1cccc(S(=O)(=O)Nc2ccc(OCc3ccccc3)cc2)c1
(61) CCN(CC(=O)N1CCCC1)S(=O)(=O)c1ccc(Br)cc1
(62) COc1ccccc1C(=O)NCCC(=O)NCC1CCCCC1
(63) CCOC(=O)CC(NC(=O)c1ccco1)c1ccc(OC)cc1 (configuration not stated)
(64) N#CNC1=NCN(CCc2ccccc2)CN1

Compound	57	58	59	60	61	62	63	64
CHT allo act	i	i	i	i	i	·	i	i
OX1R antagonist	-10	5	5	-9	3	-12	-4	-12

(65) Cc1cc(O)ccc1N=Cc1c(C(F)(F)F)[nH][nH]c1=O
(66) COc1ccccc1C1C=C(c2ccc(Cl)cc2)Nc2nc(N3C(=O)CCC3=O)nn21 (configuration not stated)
(67) COc1cc(OC)cc(C(=O)Nc2ccc3c(c2)CCCN3C(=O)c2cccs2)c1
(68) O=C(N/N=C/c1ccc(Br)o1)/C(=C/c1ccc([N+](=O)[O-])cc1)NC(=O)c1ccccc1
(69) CCc1ccc(-c2cc(C(F)(F)F)n3nc(C(=O)Nc4c(C)nn(Cc5ccccc5Cl)c4C)cc3n2)s1
(70) Cn1c(=O)n(C)c2cc(NS(C)(=O)=O)ccc21
(71) Cc1ccc(C)c(Nc2c([N+](=O)[O-])cc(C(=O)N3CC(=O)Nc4ccccc43)cc2[N+](=O)[O-])c1
(72) O=C(Nc1nc(-c2ccccn2)cs1)c1cccc(-n2cnnn2)c1

Compound	65	66	67	68	69	70	71	72
CHT allo act	i	i	i	i	i	i	i	i
OX1R antagonist	6	-23	-1	7	-18	0	-22	-9

(73) CC(=O)Nc1ccc(NC(=O)CN(c2ccc([N+](=O)[O-])cc2)S(=O)(=O)c2ccccc2)cc1
(74) CCC(C(=O)NC1CCCC1)N(Cc1cccs1)C(=O)Cn1nnc(-c2ccc(OC)c(OC)c2)n1 (configuration not stated)
(75) O=c1nc(NC2CCCC2)ccn1Cc1cccc(Br)c1
(76) CC(=O)/C(=N/Nc1ccccc1)Sc1nnc(CCc2ccccc2)n1-c1ccccc1
(77) CC(/C=C/c1ccc(N(C)C)cc1)=N\N=C1\NC(=O)CC(C(=O)Nc2ccccc2)S1 (configuration not stated)
(78) Cc1cc(=O)oc2c(C)c(OCC(=O)NCCN3CCOCC3)ccc12
(79) COc1cccc(NC(=O)CSc2nnc(-c3cccnc3)o2)c1
(80) CC1CCN(C(=O)c2[nH]cnc2C(=O)Nc2nccs2)CC1

Compound	73	74	75	76	77	78	79	80
CHT allo act	i	i	i	i	i	i	i	·
OX1R antagonist	-24	4	-3	-28	1	-9	-14	-29

(81) O=C(Cc1ccccc1)Nc1ccccc1C(=O)N1CCCCCC1
(82) COc1ccc(-c2cn(-c3ccc(C)cc3)c(=O)n2CC(=O)Nc2ccc(OC)cc2OC)cc1
(83) CCCn1c2ccccc2c2cnn(CC(=O)NCCCN3CCCCC3)c(=O)c21
(84) CSCC[C@H](NC(=O)[C@@H]1Cc2ccccc2CN1)C(=O)NC1CCCCC1
(85) CCN(CC)S(=O)(=O)c1cccc(NC(=O)COC(=O)CNC(=O)c2cccc(F)c2)c1
(86) Cc1ccc2occ(/C=C/C(=O)O)c(=O)c2c1
(87) Cc1cc(C)c(OCC(=O)N/N=C/c2ccc3c(c2)OCO3)c(C)c1
(88) CCN(CC)C(=O)N1CCC(NC(=O)c2ccccc2)CC1

Compound	81	82	83	84	85	86	87	88
CHT allo act	i	i	i	i	i	i	i	i
OX1R antagonist	-3	-13	-12	-43	-33	-2	-22	-15

(89) Cc1ccc(S(=O)(=O)NNC(=S)NCCc2ccccc2)cc1
(90) O=C1c2cccc3cccc(c23)C(=O)N1CCN1CCN(CC(O)COc2ccccc2)CC1 (configuration not stated)
(91) Cc1occc1C(=O)N/N=C/C1=C(N2CCOCC2)C(=C\c2ccc(Cl)cc2Cl)/CC1
(92) O=C(CCc1nc(-c2ccccc2F)no1)NC1CCN(Cc2ccccc2)CC1
(93) O=C(NCCCN1CCOCC1)C(=O)NCc1ccc(Cl)cc1
(94) Cc1ccccc1Cn1cnc2c(nnn2Cc2ccc(F)cc2)c1=O
(95) CCOc1ccc(CCNC(=O)Cc2nn[nH]n2)cc1OCC
(96) COc1cccc(C2c3c(C)nn(-c4ccc([N+](=O)[O-])cc4)c3N=C3C(=O)Nc4ccccc4N32)c1 (configuration not stated)

Compound	89	90	91	92	93	94	95	96
CHT allo act	i	i	i	i	i	i	i	i
OX1R antagonist	-7	-75	-14	-45	-2	-21	-11	-8

(97) COc1cc(/C=N/N2CCOCC2)ccc1OC(=O)c1ccco1
(98) [N-]=[N+]=CC(=O)C(c1ccccc1)(c1ccccc1)c1ccccc1
(99) CC(C)CC(=O)NCCc1ccncc1
(100) Cc1ccc(C)c(-n2c(SCC(=O)Nc3nnc(C)s3)nnc2-c2ccoc2C)c1

Compound	97	98	99	100
CHT allo act	i	i	i	i
OX1R antagonist	-5	-27	-11	-20

Filtered by structure, the compounds so far containing a thiophene ring, fused or not
(9) CCOC(=O)c1c(NC(=O)C2C3C=CC(C3)C2C(=O)O)sc2c1CCC(CC)C2 (configuration not stated)
(11) Cc1cc(C)c(C(=O)OCC(=O)NCc2cccs2)c(C)c1
(13) Cc1cccc(-n2cnc3sc(C)c(C)c3c2=O)c1
(16) Cc1oc(-c2cccs2)nc1CS(=O)CC(=O)NC1CCCCCC1 (configuration not stated)
(24) COc1ccc2c(c1)Cc1sc(NC(=O)c3cccs3)nc1-2
(31) CCOC(=O)c1c(NC(=O)COC)sc2c1CCCC2
(37) O=C(COC(=O)c1ccc([N+](=O)[O-])s1)NNC(=O)c1ccccc1
(40) COc1ccc(NC(=O)CCCNC(=O)Cn2cnc3sc(C)c(C)c3c2=O)cc1OC
(67) COc1cc(OC)cc(C(=O)Nc2ccc3c(c2)CCCN3C(=O)c2cccs2)c1
(69) CCc1ccc(-c2cc(C(F)(F)F)n3nc(C(=O)Nc4c(C)nn(Cc5ccccc5Cl)c4C)cc3n2)s1

Compound	9	11	13	16	24	31	37	40	67	69
CHT allo act	i	i	i	i	i	i	·	i	i	i
OX1R antagonist	-16	-27	0	-35	-5	-21	5	-13	-1	-18

(74) CCC(C(=O)NC1CCCC1)N(Cc1cccs1)C(=O)Cn1nnc(-c2ccc(OC)c(OC)c2)n1 (configuration not stated)

Compound	74
CHT allo act	i
OX1R antagonist	4

Bioassay records from PubChem BioAssay.
